D3 antag – blocks the human D3 dopamine receptor | P35462 | D3R cells, DiscoveRx beta-arrestin luminescence, antagonist mode; active compounds read low | max response, negative = inhibition, % | 360,000 tested, 2.5% active | AID 652054; in the data active means max response below about -50%; inconclusive means no clear call, values can overlap the other calls; further: on the % scale 0 is the no-effect control and ±100 the full control effect; mostly tested at two doses, the higher about 12 µM
Target sequence (P35462 whole entry, looked up): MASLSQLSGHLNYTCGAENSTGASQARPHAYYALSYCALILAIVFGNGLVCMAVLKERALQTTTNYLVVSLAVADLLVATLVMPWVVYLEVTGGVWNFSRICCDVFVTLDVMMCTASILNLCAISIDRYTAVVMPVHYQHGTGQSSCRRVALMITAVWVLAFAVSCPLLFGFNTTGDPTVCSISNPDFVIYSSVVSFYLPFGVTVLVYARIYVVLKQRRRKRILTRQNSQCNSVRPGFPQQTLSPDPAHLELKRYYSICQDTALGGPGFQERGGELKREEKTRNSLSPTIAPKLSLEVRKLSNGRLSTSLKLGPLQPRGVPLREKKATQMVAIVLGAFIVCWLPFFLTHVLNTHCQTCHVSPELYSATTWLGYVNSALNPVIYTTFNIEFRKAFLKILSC
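Cells plated overnight at 1500 cells/well, then exposed to library compounds with dopamine controls for 90 minutes at 37 degrees C. DiscoveRx reagent added for 30–60 minutes at room temperature; luminescence read, quantitative HTS format.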
HEK293 tox – cytotoxicity counter-screen for GLP-1 receptor inverse agonists | HEK293 cAMP-luciferase reporter cells, luminescence, 24 h | Potency, µM (doses to about 38.3 µM), inactives show at the top dose activity change, negative = inhibition, most hits filed as inhibitors | 410,000 tested, 0.13% active | AID 624418;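 further: loss of luciferase light is scored as toxicity; potency means the concentration at half of the fitted maximal effect; on the % scale 0 is the no-effect control and ±100 the full control effect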
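To flag toxic compounds, the library was rerun on cells for 24 hr at 37 deg C and 5% CO2. Viability-linked luminescence was captured 12 min after adding luciferase detection reagent.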
TDP-43 yeast inh – TDP-43 toxicity inhibition in yeast | Potency, µM (titrated, usually from 46.1 µM), for the others: at the top dose growth rescue (activation), hits mostly activators | TDP-43 expressing yeast growth rescue, BacTiter-Glo, 24 h | 410,000 tested, 1.8% active; further: potency means the concentration at half of the fitted maximal effect; % of control where 0% means no effect; nearly all actives have a fitted effect of over 50% in size
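Cell-based yeast growth screen: TDP-43 expression induced in galactose, inoculum OD600=0.02 after raffinose pregrowth to mid-log. Read-out BacTiter-Glo luminescence at 24 hr, 30 deg C; inhibition of toxicity seen as signal increase.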
PTHR1 ag – activates the human parathyroid hormone receptor PTHR1. HEK293 GP2 PTHR1 cells, GloSensor cAMP luminescence, 1 h. Potency, µM (highest dose often 115 µM), without a hit: top-dose activation, most hits filed as activators. 410,000 tested, 0.075% active. Q03431; further: potency means the concentration at half of the fitted maximal effect; nearly all actives have a fitted effect of over 55% in size; some results filed as inactive show a strong effect at the top dose; inactives centre near -15; many of its hits are not listed in these tables
Target sequence (Q03431 whole entry, looked up): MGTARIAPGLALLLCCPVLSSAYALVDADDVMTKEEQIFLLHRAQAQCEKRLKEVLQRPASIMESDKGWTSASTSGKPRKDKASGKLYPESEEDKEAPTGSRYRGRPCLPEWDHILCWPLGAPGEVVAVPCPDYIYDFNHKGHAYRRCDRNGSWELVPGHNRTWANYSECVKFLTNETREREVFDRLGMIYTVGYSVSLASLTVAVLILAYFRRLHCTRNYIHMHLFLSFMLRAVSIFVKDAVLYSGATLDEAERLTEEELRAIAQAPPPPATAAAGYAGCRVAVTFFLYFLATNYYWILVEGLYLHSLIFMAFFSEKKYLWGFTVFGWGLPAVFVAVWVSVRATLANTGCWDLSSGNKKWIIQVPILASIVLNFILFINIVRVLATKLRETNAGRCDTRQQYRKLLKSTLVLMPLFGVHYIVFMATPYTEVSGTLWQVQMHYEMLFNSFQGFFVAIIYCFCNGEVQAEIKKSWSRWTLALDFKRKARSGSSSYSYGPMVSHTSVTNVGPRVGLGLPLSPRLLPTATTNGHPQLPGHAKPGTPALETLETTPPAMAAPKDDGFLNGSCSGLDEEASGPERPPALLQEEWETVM
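HEK-293-derived GP2 cells expressing PTHR1 and a GloSensor cAMP reporter, 3,000/well, plated overnight, given luciferin plus IBMX (each 0.5 mM as added) for 1 h at 37 °C, then compound for 1 h at 37 °C. Luminescence was read after 15 min at room temperature.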
GLP-1R inv ag – inverse agonists of human GLP-1 receptor | P43220 | HEK293 GLP-1R CRE-luciferase, luminescence, 24 h; GLP-1R form is constitutively active | Potency, µM (doses to about 38.3 µM), inactives show at the highest dose activity change, negative = inhibition, actives largely listed as inhibitors | 410,000 tested, 1.6% active; further: potency means the concentration at half of the fitted maximal effect; on the % scale 0 is the no-effect control and ±100 the full control effect; nearly all actives have a fitted effect of over 55% in size
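Seeding at 200 cells/uL, 12 h culture, 24 hr compound treatment, then luciferase reagent and a luminescence read; cells are HEK293 stably expressing a constitutively active GLP-1R plus cAMP-responsive luciferase.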
GLP-1R agonist – agonists of human GLP-1 receptor | 380,000 tested, 0.007% active | HEK293 GLP-1R CRE-luciferase, luminescence, 4-6 h; cells express a hypersensitive GLP-1R form | P43220 | Potency, µM (titrated, usually from 45.6 µM), inactives show at the highest dose activation, most hits filed as activators; further: potency means the concentration at half of the fitted maximal effect; % of control where 0% means no effect
D3 ag – activates the human D3 dopamine receptor. P35462. D3R DiscoveRx beta-arrestin cells, luminescence, 90 min. max activation, %. 410,000 tested, 0.58% active. AID 652048; in the data active means max activation above about 30%; further: 0% is about no effect; mostly tested at two doses, the higher about 12 µM
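Agonist mode: compounds and dopamine controls were applied to plated cells for 90 min at 37 degrees C after an overnight attachment at 1500 cells/well. Luminescent read-out followed 30 - 60 minutes at room temperature with DiscoveRx detection reagent.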
KB-V1 MDR tox – kills drug-selected multidrug resistant KB-V1 cells | KB-V1 MDR cells viability, CellTiter-Glo, 72 h | Potency, µM (top dose mostly 46.1 µM), for the others: at the top dose activity change, negative = cytotoxicity, hits mostly cytotoxic | 400,000 tested, 3.4% active; further: potency means the concentration at half of the fitted maximal effect; on the % scale 0 is the no-effect control and ±100 the full control effect; nearly all actives have a fitted effect of over 60% in size
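KB-V1 cells (P-gp-expressing MDR subline of KB-3-1) in phenol-red-free DMEM with 10% FBS were exposed to library compounds over a concentration series for 72 h at 37 degrees C. Viability read by CellTiter-Glo luminescence; concentration-effect curves fitted after normalization.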
aSyn rescue – inhibitors of alpha-synuclein toxicity in yeast; Yeast expressing alpha-synuclein, growth rescue, BacTiter-Glo, 24 h; Potency, µM (series often up to 46.1 µM), for inactives: at the highest dose growth rescue (activation), hits mostly activators; 370,000 tested, 0.14% active; AID 652106; further: potency means the concentration at half of the fitted maximal effect; % of control where 0% means no effect; nearly all actives have a fitted effect of over 65% in size
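Rescue of yeast growth: cells expressing toxic alpha-synuclein, induced in galactose at OD600 0.02, incubated with compound 24 h at 30 C. ATP luminescence quantified growth; inhibitors of toxicity appear as activators.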
Starred values were filed as active, the others as inactive; i = inactive; u = inconclusive; x = not tested or not shown; & = joins results of further samples; [ ] = dose if it differs, or a comment. Unless noted, the call rests on the fitted dose curve; in most records, active means well fitted curve in the direction sought with a large enough effect; inconclusive means small, poorly fitted or top-dose-only effect, or another doubt; inactive means no such curve, though single readings can be large; an effect the other way counts as inactive or inconclusive. Only part of the results is shown; rates above refer to the full screens.

SMILES	D3 antag	HEK293 tox	TDP-43 yeast inh	PTHR1 ag	GLP-1R inv ag	GLP-1R agonist	D3 ag	KB-V1 MDR tox	aSyn rescue
O=[N+]([O-])c1cc([N+](=O)[O-])c(Oc2cccc3ccccc23)cc1NN1CCCCC1	6	0%	u	i	3%	-2%	-3	u	-1%
COc1ccc(-n2ccsc2=S)cc1	-10	5%	12%	i	7%	-3%	3	-5%	-4%
COc1ccc(S(=O)(=O)N(CC(=O)Nc2ccc(S(=O)(=O)N3CCOCC3)cc2)Cc2ccc(F)cc2)cc1	0	-2%[1.53 µM]	1%	i	u	-1%	5	u	7%
C=CCC(NCCCO)c1cccc(OC)c1OC (stereo not drawn)	2	2%	-3%	-12%	7%	-3%	3	0%	-8%
CCOC(=O)c1cn(CC)c2cc(N3CCCCC3)c(F)cc2c1=O	-7	-3%	5%	-2%[57.5 µM]	-15%	-5%	3	0%	8%
CCOC(=O)N1CCN(C(=O)CSCC(=O)N=c2sc3ccccc3n2C)CC1	40	4%	4%	-13%	2%	21%	4	u	-2%
CCOc1ccc(CNCCSc2nnnn2C)cc1OC	x	-6%	16%	-29%	22%	-1%	0	19%	x
COc1ccccc1C(=O)Nc1cccc(Oc2c(F)c(F)c(F)c(F)c2F)c1	-17	2%	-10%	-10%	u	26%	-1	25%	-2%
Cc1ccc(NS(=O)(=O)c2ccc(C)c(NC(=O)COc3ccccc3)c2)c(C)c1	2	15%	u	-24%	-7%	0%	-2	21µM*	9%
Cc1ccc(NC(=O)COC(=O)Cc2ccc(Br)cc2)cc1S(=O)(=O)N1CCOCC1	-14	-9%	-17%	-5%	0%	9%	-6	-20%	-1%
Clc1nnc2ccc(-c3ccccc3)nn12	-4	3%	17%	-13%[57.5 µM]	50%	30%	-2	16µM*	3%
Cc1cc([N+](=O)[O-])nn1CC(=O)Nc1ccc(Cl)cn1	-19	0%	-12%	i	-17%	10%	1	4%	-11%
CCC(C)NC(=O)C1CCN(S(=O)(=O)N2CCCC2)CC1 (stereo not drawn)	2	-3%	-14%	1%[57.5 µM]	0%	-13%	1	-3%	-17%
COc1cc(NC(C)CCc2ccccc2)cc(OC)c1OC (stereo not drawn)	4	6%	23%	i	u	-1%	1	u	1%
Cc1ccccc1Nc1nc(N)nc(COC(=O)CCNS(=O)(=O)c2ccccc2)n1	13	-8%	-20%	-13%	20%	13%	1	9%	-2%
COc1ccccc1OCC(=O)Nc1nnc(-c2ccco2)s1	0	9%	21%	-15%	2%	3%	-5	u	-3%
COc1cc2c(cc1OC)C(c1cc(Br)c(OC)c(OC)c1)CC(=O)N2 (stereo not drawn)	-10	-2%	-6%	i	21%	15%	-3	-20%	14%
COc1ccc(CC(N)c2csc(NC(=O)NCc3ccccc3)n2)cc1 (stereo not drawn)	8	-11%	0%	i	u	1%	-4	-11%	0%
Cc1nn(C)cc1C(C(=O)NC1CCCCC1)N(C(=O)Cc1cccs1)c1ccc(Cl)cc1 (stereo not drawn)	8	7%	-9%	i	29%	14%	2	u	-8%
O=C(c1cnccn1)N(Cc1cccs1)C1(C(=O)NC2CCCCC2)CCCCC1	15	-1%	-30%[inhibitor]	i	-1%	-10%	-6	u	1%
O=C(C[C@@H]1C/C=C/CC[C@@H](Cc2ccc(F)cc2)C(=O)OC[C@H](Cc2ccccc2)NC1=O)N[C@H](CO)Cc1ccccc1	-11	23%	1%	i	4%	-2%	-2	u	-1%
CCn1c(N)nc2c1c(=O)n(C)c(=O)n2C	18	8%	-20%	-5%	51%[activator]	1%	1	8%	-6%
N#Cc1ccsc1NC(=O)CSc1nnnn1-c1ccc(O)cc1	11	18%	6%	-18%	11%	8%	3	u	-3%
COc1ccc(CCNC(=O)CSCc2ccc([N+](=O)[O-])cc2)cc1OC	u	0%	5%	i	-8%	2%	-9	0%	-12%

Molecules from the list above containing two or more sulfur atoms:
SMILES	D3 antag	HEK293 tox	TDP-43 yeast inh	PTHR1 ag	GLP-1R inv ag	GLP-1R agonist	D3 ag	KB-V1 MDR tox	aSyn rescue
COc1ccc(-n2ccsc2=S)cc1	-10	5%	12%	i	7%	-3%	3	-5%	-4%
COc1ccc(S(=O)(=O)N(CC(=O)Nc2ccc(S(=O)(=O)N3CCOCC3)cc2)Cc2ccc(F)cc2)cc1	0	-2%[1.53 µM]	1%	i	u	-1%	5	u	7%
CCOC(=O)N1CCN(C(=O)CSCC(=O)N=c2sc3ccccc3n2C)CC1	40	4%	4%	-13%	2%	21%	4	u	-2%
N#Cc1ccsc1NC(=O)CSc1nnnn1-c1ccc(O)cc1	11	18%	6%	-18%	11%	8%	3	u	-3%

The listing continues.
SMILES	D3 antag	HEK293 tox	TDP-43 yeast inh	PTHR1 ag	GLP-1R inv ag	GLP-1R agonist	D3 ag	KB-V1 MDR tox	aSyn rescue
CN(C)c1cccc(C(=O)N/N=C/c2ccccc2F)c1	-9	-5%	-25%	-48%[inhibitor]	u	-3%	-12	-27%	-11%
Cn1c(CC(O)c2nc3ccccc3n2C)nc2ccccc21 (stereo not drawn)	-16	-1%	13%	i	18%	-4%	-6	-6%	-4%
O=C(c1cc(-c2ccccn2)nc2ccccc12)N1CCN(c2ncccn2)CC1	-14	-8%	-12%	i	11%	3%	-3	-18%	-3%
COc1ccccc1/C=N/NC(=S)Nc1cccnc1	-12	u	2%[9.22 µM]	i	u	5%	-2	0%	4%
COCC(=O)Nc1ccc(S(=O)(=O)Nc2ccccn2)cc1	-3	1%	-8%	i	3%	8%	6	9%	-3%
COc1ccc(C(=O)N2CCc3cc(OC)c(OC)cc3C2COc2ccc3c(C)cc(=O)oc3c2)c(OC)c1 (stereo not drawn)	x	-8%	0%	i	25%	x	1	25%	x
O=C(NCc1ccccn1)C1CN(S(=O)(=O)c2ccccc2)CCN1S(=O)(=O)c1ccccc1 (stereo not drawn)	3	8%[7.66 µM]	-5%[9.22 µM]	i	-8%[7.66 µM]	6%	1	-26%	3%
CCN(C(=O)COC(=O)c1cc(-c2cccs2)nc2ccccc12)C1CCS(=O)(=O)C1 (stereo not drawn)	5	27%	-15%	-15%	u	-2%	4	-2%	0%
CC(OC(=O)CC(C)c1ccccc1)C(=O)Nc1ccc(Cl)cn1 (stereo not drawn)	0	8%	26%	-43%[inhibitor]	u	-1%	-7	-21%	2%
CN(C)/C=N/NC(=O)C1Cc2c(ccc3ccccc23)O1 (stereo not drawn)	u	1%	-5%	4%	1%	14%	-1	-1%	-2%
CCC1CN(C(=O)NCc2ccc(F)cc2)c2ccccc2O1 (stereo not drawn)	5	4%&2%	u	i	u	12%	5&1	-2%	10%
C/C(Cl)=C/Cc1c(C)[nH]c2c(ccc3ccccc32)c1=O	-29	-6%	6%	i	-21%	-3%	-5	-1%	-4%

Full records, quoted from the list. Screens in order: D3 antag, HEK293 tox, TDP-43 yeast inh, PTHR1 ag, GLP-1R inv ag, GLP-1R agonist, D3 ag, KB-V1 MDR tox, aSyn rescue
`CC(OC(=O)CC(C)c1ccccc1)C(=O)Nc1ccc(Cl)cn1` (stereo not drawn) is listed as 0, 8%, 26%, -43%[inhibitor], u, -1%, -7, -21%, 2%
`CN(C)/C=N/NC(=O)C1Cc2c(ccc3ccccc23)O1` (stereo not drawn) is listed as u, 1%, -5%, 4%, 1%, 14%, -1, -1%, -2%
`CCN(C(=O)COC(=O)c1cc(-c2cccs2)nc2ccccc12)C1CCS(=O)(=O)C1` (stereo not drawn) is listed as 5, 27%, -15%, -15%, u, -2%, 4, -2%, 0%
`COc1ccc(C(=O)N2CCc3cc(OC)c(OC)cc3C2COc2ccc3c(C)cc(=O)oc3c2)c(OC)c1` (stereo not drawn) is listed as x, -8%, 0%, i, 25%, x, 1, 25%, x

(continued)
SMILES	D3 antag	HEK293 tox	TDP-43 yeast inh	PTHR1 ag	GLP-1R inv ag	GLP-1R agonist	D3 ag	KB-V1 MDR tox	aSyn rescue
CC1=NOC(=O)/C1=C\c1ccc(-c2ccc(Cl)c(C(=O)O)c2)o1	-8	19%	-5%	i	4%	4%	5	u	-9%
COc1cccc(C(c2sc3ncnn3c2O)N2CCN(C(=O)c3ccco3)CC2)c1 (stereo not drawn)	-12	0%	0%	-19%	-13%	-5%	-3	12%	0%
CCOC(=O)CSc1nc2sc3c(c2c(=O)n1-c1ccccc1)CCC(C(C)(C)C)C3 (stereo not drawn)	x	16%	-13%	i	1%	4%	-10	0%	-6%
O=C(CNC(=O)c1ccccc1)NCC(=O)OCC(=O)c1ccc([N+](=O)[O-])cc1	3	-12%	-12%	i	-15%	6%	3	7%	0%
COc1ccc(C(CNC(=O)c2ccccc2C)N2CCCC2)cc1 (stereo not drawn)	-85*	0%	-9%	i	0%	-8%	-34	0%	3%
COc1cccc(CNC(=O)c2ccc3c(c2)c(C)c(C)n3Cc2ccccc2)c1OC	x	-10%	1%	i	u	x	2	-12%	x
CCOc1ccc(C(=S)N2CCCC2)c(OCC)c1	25	-3%	1%	i	5%	-3%	6	14%	10%
CC1=C(C(=O)OCCNC(=O)c2ccccc2O)C(c2ccccc2[N+](=O)[O-])C(C(=O)OCC2CCCO2)=C(C)N1 (stereo not drawn)	0	-3%	-6%	-47%[inhibitor]	u	11%	-7	-26%	-8%
CC(C)C[C@H]1CN(CCCC[C@H]2CNC(=O)C(=O)N2CCc2ccc(O)cc2)C(=O)C(=O)N1CCc1ccccc1	2	0%	20%	i	28%	2%	5	8%	3%
O=S(=O)(c1ccc(Br)s1)N1CCN(Cc2ccc3c(c2)OCO3)CC1	-4	-3%	-2%	i	u	4%	-2	-9%	19%

Screens deposited in PubChem BioAssay by National Center for Advancing Translational Sciences (NCATS).
